Assay outcomes: PubChem, Sanford-Burnham Center for Chemical Genomics
HEK293 NOD2/NF-kB – inhibition of NOD2-driven NF-kB reporter – cell-based, luminescence, uHTS, HEK293 (AID 1566) | HEK293 NOD2/NF-kB luciferase reporter, luminescence; higher % means a stronger effect | one-dose inhibition, % at 4 µM; EC50 in µM for titrated hits | 290,000 tested, 0.63% active; also: many of its hits are not listed in these tables
LYP inhibition – inhibitors of LYP phosphatase, biochemical, fluorescence intensity, uHTS (AID 1779); recombinant LYP phosphatase, fluorescence intensity; higher % means a stronger effect; 290,000 tested, 0.054% active; inhibition, % at 11.5 µM, or IC50 in µM where a hit was titrated;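 also: plate controls were vehicle with enzyme for no effect and no enzyme for full effect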
KOR beta-arrestin-1 – KOR agonists, beta-arrestin recruitment, primary screen, cell-based, luminescence, uHTS (AID 1777). 280,000 tested, 0.02% active. activation, % at 10 µM; hits with a dose series show EC50 in µM. KOR beta-arrestin recruitment, luminescence; higher % means a stronger effect; in the data active = activation above about 50%, passing the limit was not always enough; also: a part of the inactive calls stands beside numbers as strong as those of hits
human PMI inhibition – inhibitors of human PMI, primary screen, biochemical, fluorescence intensity, coupled assay (AID 1209); 190,000 tested, 0.42% active; purified PMI enzyme, coupled fluorescence intensity; higher % means a stronger effect; inhibition, % at 20 µM, or IC50 in µM where a hit was titrated;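 also: plate controls were DMSO vehicle for no effect and wells lacking substrate for full effect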
PMI inhibition – MPI inhibition at elevated mannose 6-phosphate – biochemical, fluorescence intensity, high mannose 6-phosphate, primary screen (AID 1220) | recombinant PMI enzyme, coupled fluorescence intensity; higher % means a stronger effect | inhibition, % at 20 µM, or IC50 in µM where a hit was titrated | 190,000 tested, 0.66% active
NOD1 inhibition – NOD1 signaling inhibitors, primary screen, cell-based, luminescence, uHTS (AID 1578); NOD1-driven NF-kB luciferase reporter cells, luminescence; higher % means a stronger effect; one-dose inhibition, % at 4 µM; EC50 in µM for titrated hits; 290,000 tested, 1% active; in the data active = inhibition mostly above about 36%, no sharp cut-off; inactive = mostly below about 34%;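 also: HEK-293T reporter cells stimulated with the NOD1 agonist gamma-tri-DAP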
XIAP antagonists – XIAP antagonists, biochemical, IAP family, fluorescence polarization (AID 1018); XIAP BIR domain, fluorescence polarization peptide displacement; higher % means a stronger effect; displacement, % at 20 µM; hits with a dose series show IC50 in µM; 200,000 tested, 0.007% active; in the data active = displacement above about 50%; also: a part of the inactive calls stands beside numbers as strong as those of hits
KOR beta-arrestin-2 – KOR antagonists, beta-arrestin recruitment, cell-based, luminescence, uHTS (AID 1778); 290,000 tested, 0.091% active; one-dose inhibition, % at 10 µM; IC50 in µM for titrated hits; KOR beta-arrestin recruitment, luminescence, antagonist mode; higher % means a stronger effect; also: strong numbers were not always called active
TNAP activators – stimulation of alkaline phosphatase TNAP activity – biochemical, luminescent, no phosphate acceptor, uHTS, primary screen (AID 1001); purified TNAP, luminescent activation assay, no phosphate acceptor; higher activation fold means a stronger effect; one-dose activation fold at 20 µM; EC50 in µM for titrated hits; 200,000 tested, 0.03% active; in the data active = activation fold from about 3, or a potency from the dose series; inactive = the rest, 99 in 100 with activation fold below about 1.6; also: many of its hits are not listed in these tables
Starred values were filed as active, the others as inactive; x = not tested or not shown; [ ] = dose if it differs, or a comment. Rule as the data show it, unless noted: active = inhibition above about 50%; inactive = the rest. This is a subset; count on the stated rates, not on these rows.

SMILES	HEK293 NOD2/NF-kB	LYP inhibition	KOR beta-arrestin-1	human PMI inhibition	PMI inhibition	NOD1 inhibition	XIAP antagonists	KOR beta-arrestin-2	TNAP activators
OC(CNCc1ccccc1)c1ccccc1 (stereo not given)	12%	-4%	-5.7%	x	x	-1%	x	-3%	x
CC(=O)Oc1ccc2c(c1)cc(C)n2C	16%	-4%	8.9%	11%	15%	-13%	-2.2%	22%	1.1
COc1ccccc1N(C(=O)c1snc(C(N)=O)c1N)C(C(=O)NCc1ccccc1)c1ccc(C)o1 (stereo not given)	-17%	-9%	-4.7%	x	x	-18%	x	-6%	x
CN(C(=O)c1ccc2c(c1)C(=O)N(CCC1=CCCCC1)C2=O)C1CCCCC1	6%	-2%	6.2%	10%	4%	-6%	-0.4%	-7%	1
Cc1ccc(-c2csc3nc(CN(C)Cc4ccccc4)[nH]c(=O)c23)cc1	14%	5%	-1.0%	-23%	-8%	16%	-7.5%	4%	1.5
O=C(Nc1ccc(C(=O)O)cc1)/C(=C\c1ccccc1)NC(=O)c1ccco1	16%	-5%	-2.1%	x	x	-12%	x	-19%	x
CCc1cc(C(=O)c2ccc(OC)cc2)c(NC(=O)CN2CCCC2)s1	-37%	2%	3.2%	x	x	3%	x	-14%	x
CC(=O)Nc1cccc(OCCCOc2ccc([N+](=O)[O-])cc2)c1	13%	0%	6.1%	x	x	-2%	x	4%	x
CCOC(=O)c1oc2ccccc2c1NC(=O)C(C)(C)C	-10%	0%	-3.6%	10%	10%	-43%	-1.1%	3%	1.1
Cc1cc(C)c2nc(Cl)c(CN(Cc3ccco3)C(=O)Nc3ccccc3C)cc2c1	-18%	8%	-0.7%	12%	11%	19%	-6.4%	1%	1.1
O=C(c1ccc(Br)o1)N1CCN(Cc2ccc3c(c2)OCO3)CC1	1%	-8%	0.4%	6%	11%	-8%	-0.6%	8%	1.2
Cc1ccc(S(=O)(=O)N2CCN(C(=O)C3COc4ccccc4O3)CC2)cc1C (stereo not given)	1%	-3%	-2.0%	6%	2%	5%	-4.2%	4%	1.1
O=C(CNS(=O)(=O)c1ccccc1)N1CCc2ccccc2C1	-22%	2%	3.4%	x	x	-54%	x	-23%[20 µM]	x
CC(=O)Nc1ccc(S(=O)(=O)Nc2cccc(-c3nc4ccccc4o3)c2)cc1	13%	-9%	x	20%	14%	60%	-5.1%	-4%	1.2
CCOC(=O)c1c(NC(=O)CSc2nc3ccccc3o2)sc(C)c1C	-7%	3%	2.2%	4%	-5%	-22%	-0.5%	-19%	1
O=C(Nc1ccc2c(c1)OCCO2)C1CC1c1ccccc1 (stereo not given)	-46%	4%	1.0%	0%	3%	-48%	-3.6%	-7%	1.1
Cc1cccc(NC(=O)c2nc(-c3ccccc3)n(-c3ccccc3)n2)c1C	6%	1%	4.1%	8%	6%	-46%	-0.7%	-28%	1.1
CC1(C)CC(=O)C(C(=O)/C=C/c2ccco2)C(=O)C1	2%	2%	x	-41%	-13%	-13%	-9.3%	-22%[20 µM]	0.9
Cc1cc(C)cc(NC(=O)C2CCN(S(=O)(=O)c3ccc4c(c3)NC(=O)C(C)S4)CC2)c1 (stereo not given)	7%	0%	0.3%	x	x	-10%	x	6%	x
COc1ccc(/C=N\Nc2ccc([N+](=O)[O-])cc2)c(C(=O)O)c1OC	-13%	6%	-0.4%	x	x	-11%	x	45%	x
CCN(Cc1cnn(C)c1)C(=O)c1cc(COc2cc(C)c(Cl)c(C)c2)on1	-8%	-6%	5.2%	x	x	-33%	x	-42%	x
COc1ccccc1/C=C/C(=O)OCC(=O)NNC(=O)c1ccccc1	-15%	5%	6.5%	-8%	-8%	-42%	-3.0%	3%	1.3
CC1CCCCN1S(=O)(=O)c1ccc2c(c1)CCN2C(=O)C1CC1 (stereo not given)	28%	-4%	13%	x	x	-6%	x	-10%	x
Nc1nnc(CSCc2ccc(F)cc2)s1	23%	-4%	-2.2%	2%	1%	-11%	-0.6%	11%	1.1
CCOC(=O)C1=C(N)N2C(=O)C(C)SC2=C(C(=O)OCC)C1c1ccccc1 (stereo not given)	5%	0%	-3.7%	15%	14%	-12%	-3.5%	-6%	1
Cc1ccc(NC(=O)C2CCCN(c3ncccn3)C2)cc1C (stereo not given)	-26%	-13%	-0.8%	x	x	-41%	x	-14%	x
Cc1ccc(N2C(=O)CC(N3CCc4ccccc43)C2=O)cc1Cl (stereo not given)	-9%	-2%	-1.4%	1%	-2%	-19%	-5.4%	5%	1.1
NC(=O)c1oc2ccccc2c1NC(=O)CS(=O)(=O)c1ccccc1	11%	-10%	-6.1%	x	x	-10%	x	-15%	x
O=C(CC1NCCNC1=O)Nc1cccc([N+](=O)[O-])c1 (stereo not given)	-7%	-5%	-4.5%	3%	2%	-30%	-3.7%	-4%	1.1
COc1ccc(Cn2c(=O)[nH]c3cc(C(=O)Nc4ccccc4C)ccc32)cc1	5%	-2%	-5.2%	x	x	0%	x	-21%[20 µM]	x
Cc1ccc(NC(=O)C2CCCCC2C(=O)O)cc1C (stereo not given)	17%	-4%	2.8%	x	x	-2%	x	28%	x
CCCN1CCCc2cc(CN(CCCN3CCOCC3)C(=O)Nc3ccc(OCC)cc3)ccc21	-7%	-7%	4.6%	2%	3%	-4%	-3.6%	-43%	1.2
Cn1c(SCC(=O)N2CCCC2)nc2cccnc21	5%	-2%	x	-2%	-3%	-18%	-2.9%	-24%[20 µM]	1.1
C=CCN1C(=O)C(Cc2ccc(F)cc2)S/C1=N/N=C/c1ccco1 (stereo not given)	5%	3%	0.3%	6%	7%	-16%	-5.1%	33%	0.8
COc1ccc(OC)c(/C=C/C(=O)OCC(=O)Nc2cccc(C(C)=O)c2)c1	12%	-11%	7.5%	4%	2%	-2%	-0.7%	17%	1
CCNCc1ccccc1OCc1ccccc1	19%	-15%	-5.1%	-8%	-8%	-9%	-4.4%	6%[20 µM]	1.1
COC(=O)CCCC1=CC2=C(c3ccccc3)C(=O)C(C)(OC(=O)C3CCCC3)C(=O)C2=CN1CC1CC1 (stereo not given)	-3%	-7%	x	x	x	3%	x	-4%	x
CCOC(=O)C1CCCN(Cc2nc(Cc3ccccc3Cl)no2)C1 (stereo not given)	6%	-2%	-1.3%	18%	14%	-32%	-3.5%	2%	1.1
Cc1[nH]c(=O)cc2ccccc12	8%	-5%	-1.0%	5%	-8%	21%	-3.6%	11%	1.2
CCCCNCC#CCOc1cc(C)ccc1C(C)C	13%	-9%	-2.8%	-11%	-12%	0%	-6.4%	-96%[20 µM]	1.2
O=C(NCCOc1ccc(F)cc1)c1ccccc1SCc1ccccc1	0%	8%	12%	14%	4%	-9%	-3.4%	17%	1.1
Cc1[nH][nH]c(=O)c1C(c1ccc(F)cc1)c1c(C)[nH][nH]c1=O	13%	-7%	-0.5%	x	x	-8%	x	-29%[20 µM]	x
COc1ccc(N(Cc2cc3cccc(C)c3[nH]c2=O)S(C)(=O)=O)cc1	2%	-3%	2.1%	10%	9%	2%	-14%	2%	1
CCOc1nc2cnccc2n(CC(=O)Nc2ccccc2C(=O)OC)c1=O	9%	-8%	-4.1%	x	x	-16%	x	1%	x
CCOc1ccccc1NC(=S)N1CCN(c2ccccc2F)CC1	6%	-3%	4.1%	x	x	-7%	x	-66%[20 µM]	x
O=C(c1sc2cc(F)ccc2c1Cl)N1CCN(c2ccccc2)CC1	14%	-2%	12%	10%	12%	-6%	-3.2%	6%	1.1
CC(Nc1nc(-c2cccc(Br)c2)cs1)c1nc2cc(Cl)c(N3CCCCC3)cc2n1CCOCCO (stereo not given)	0%	-4%	3.4%	x	x	22%	x	-52%[20 µM]	x
CCOC(=O)C1CCN(Cc2ccc(OC)c(OCc3ccccc3)c2)CC1	9%	1%	-1.3%	x	x	4%	x	-3%[20 µM]	x
OC(CNCCC(c1ccccc1)c1ccccc1)COc1ccccc1 (stereo not given)	-5%	-3%	3.6%	-4%	1%	-15%	-1.5%	-20%	1.1
O=C(Nc1nc(-c2ccco2)c(-c2ccco2)s1)C1CCC1	-12%	13%	0.7%	-4%	20%	-29%	2.4%	-7%	1.1
CN(C)c1cccc(C(=O)OCC(=O)NCc2ccco2)c1	8%	4%	-0.1%	-8%	-16%	-17%	-7.6%	-9%	1
Cc1cc(-c2nc(C)c(C(=O)NNS(=O)(=O)c3ccccc3)s2)no1	6%	-6%	-5.0%	x	x	-1%	x	24%	x
COC(=O)CCC(=O)Nc1ccc(S(=O)(=O)Nc2cc(OC)nc(OC)n2)cc1	27%	-12%	-0.8%	x	x	9%	x	14%	x
Cc1noc(C)c1C(=O)N1CCCC(C(=O)c2ccc(Cl)cc2)C1 (stereo not given)	4%	-7%	x	8%	11%	-30%	-6.6%	-24%[20 µM]	1.1
Cc1cc(C)n(Cc2cccc(C(=O)N/N=C/c3ccncc3)c2)n1	2%	-8%	2.3%	x	x	-31%	x	9%	x
CC(C)COP(=O)(OCC(C)C)C(O)c1ccc(N(C)C)cc1 (stereo not given)	0%	-5%	0.6%	x	x	-2%	x	-13%	x
Cc1cccc(NC(=O)c2cc(-c3ccc(C)c(C)c3O)n[nH]2)c1	37%	-12%	-2.3%	x	x	10%	x	6%	x
CCOC(=O)C1CCN(C(=O)CCNC(=O)Cn2cnc3ccccc3c2=O)CC1	9%	-2%	-5.8%	x	x	-31%	x	-8%	x
Cc1cnc(NC(=O)C2CCCO2)s1 (stereo not given)	7%	0%	3.8%	7%	2%	x	-2.3%	-10%	1.1
CC1CN(Cc2ccccc2)c2nc3c(c(=O)n(C)c(=O)n3C)n2C1 (stereo not given)	12%	-2%	0.2%	-1%	2%	20%	-2.0%	17%	0.9
(listing goes on)
SMILES	HEK293 NOD2/NF-kB	LYP inhibition	KOR beta-arrestin-1	human PMI inhibition	PMI inhibition	NOD1 inhibition	XIAP antagonists	KOR beta-arrestin-2	TNAP activators
Cc1ccc(NC(=S)NNC(C)(C)C)cc1	-14%	-2%	-3.4%	x	x	-10%	x	8%	x
CCCC(=O)Nc1nc2nc(C)cc(=O)n2[nH]1	-3%	1%	-2.6%	6%	4%	-2%	-3.2%	-37%	1
CC(C(=O)OCC(=O)c1ccc([N+](=O)[O-])cc1)N1C(=O)C2C3C=CC(C3)C2C1=O (stereo not given)	-3%	-5%	0.6%	x	x	-8%	x	-31%	x
CC(C)c1ccc(/C=N/NC(=O)c2c(Cl)cnn2C)cc1	-59%	-7%	-0.2%	1%	8%	-37%	-2.0%	-29%	1.1
Cc1ccc(OCCCCN2CCCCC2)c(Br)c1	-7%	-6%	6.5%	3%	2%	-14%	-3.4%	x	1.1
COC(=O)C1CCN(C(=O)c2sc3nc(-c4ccccc4)cn3c2C)CC1	10%	-8%	-6.3%	-8%	0%	-24%	-2.1%	-2%	1.3

2 of the compounds above, field by field.
SMILES: O=C(c1sc2cc(F)ccc2c1Cl)N1CCN(c2ccccc2)CC1
  HEK293 NOD2/NF-kB: 14%
  LYP inhibition: -2%
  KOR beta-arrestin-1: 12%
  human PMI inhibition: 10%
  PMI inhibition: 12%
  NOD1 inhibition: -6%
  XIAP antagonists: -3.2%
  KOR beta-arrestin-2: 6%
  TNAP activators: 1.1

SMILES: Cc1cc(C)n(Cc2cccc(C(=O)N/N=C/c3ccncc3)c2)n1
  HEK293 NOD2/NF-kB: 2%
  LYP inhibition: -8%
  KOR beta-arrestin-1: 2.3%
  human PMI inhibition: x
  PMI inhibition: x
  NOD1 inhibition: -31%
  XIAP antagonists: x
  KOR beta-arrestin-2: 9%
  TNAP activators: x
